TWEAK Fn14 block – inhibitors of TWEAK-Fn14 interaction signaling; TWEAK-stimulated Fn14 reporter cells, luciferase luminescence, 8 h; inhibition, % at 10 µM; hit rate 2% among 360,000; AID 1159606; in the data active = inhibition above about 50%
TRAIL sens C8 – sensitizes caspase-8 expressing cells to TRAIL; NB7+C8 cells + TRAIL, ATPlite viability luminescence; inhibition (viability loss, TRAIL sensitization), % at 10 µM; hit rate 1% among 360,000; AID 624354;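 active = compounds causing at least 50% loss of cell viability in the single-dose screen, relative to plate controls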
Peg3 promoter – Peg3 promoter activity inhibition; hit rate 1.7% among 360,000; inhibition, % at 20 µM; HeLa PEG-Prom luciferase reporter, luminescence, overnight;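 active = inhibition of at least 50% at 20 µM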
HIF-2a block – blocks HIF-2a reporter activity | 786-0 RCC cells HIF-2a reporter, luciferase luminescence, overnight | inhibition, % at 18.8 µM | hit rate 0.72% among 360,000 | AID 624352;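 active = inhibition of the luminescence signal of 40% or more relative to plate controls, in a single-dose primary screen at 18.75 µM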
CF NFkB block – inhibitors of cystic fibrosis induced NF-kB | KKLEB NF-kB-GFP reporter, PAF-induced, GFP fluorescence overnight | inhibition, % at 5 µM | hit rate 0.86% among 360,000;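 active = at least 50% inhibition at 5 µM, scaled per plate between neutral and stimulator controls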;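 note: PAF is a Pseudomonas aeruginosa culture filtrate used as stimulus; plate controls were PAF-stimulated DMSO wells for no effect and unstimulated DMSO wells for full effect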
TRPM1 prom inh – inhibitors of MITF-driven TRPM1 promoter in melanoma cells; inhibition, % at 12.5 µM; SK-MEL-5 TRPM1 promoter luciferase, 24 h; hit rate 0.83% among 330,000;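 active = mean inhibition across replicates of 60% or more, whatever share of single replicates reaches that level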; note: values of inactives mirror those of a sister screen read the other way
KKLEB tox – reduces viability of KKLEB cystic fibrosis airway cells. activity change (cytotoxicity), % at 5 µM. KKLEB CF airway cells viability, ATPlite luminescence, overnight; active compounds read low; cells stimulated with P. aeruginosa culture filtrate. hit rate 0.36% among 360,000. AID 602141;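 active = corrected activity change at or below -50% at 5 µM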
TROY NFkB inh – inhibitors of TROY-dependent NF-kB signaling | inhibition, % at 10 µM | hit rate 0.98% among 360,000 | Q293 LMP1-TROYcd NF-kB luciferase reporter, 4 h;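 active = compounds whose plate-normalised and pattern-corrected inhibition of the luciferase reporter signal at the single screening dose is 50% or more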
NR2E3 ag-1 – NR2E3 (human) agonism | inhibition of corepressor binding, % at 4.78 µM | Q9Y5X4 | GST-NR2E3/biotin-RetCOR TR-FRET, 1536-well | hit rate 0.12% among 320,000 | AID 2300;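 active = percent inhibition above the cutoff of mean plus 3 SD of all tested compounds, set per screening campaign, cut at about 20% in these data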;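 note: 0% = DMSO wells and 100% = biotin wells as full block of FRET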
Target sequence (Q9Y5X4 whole entry, looked up): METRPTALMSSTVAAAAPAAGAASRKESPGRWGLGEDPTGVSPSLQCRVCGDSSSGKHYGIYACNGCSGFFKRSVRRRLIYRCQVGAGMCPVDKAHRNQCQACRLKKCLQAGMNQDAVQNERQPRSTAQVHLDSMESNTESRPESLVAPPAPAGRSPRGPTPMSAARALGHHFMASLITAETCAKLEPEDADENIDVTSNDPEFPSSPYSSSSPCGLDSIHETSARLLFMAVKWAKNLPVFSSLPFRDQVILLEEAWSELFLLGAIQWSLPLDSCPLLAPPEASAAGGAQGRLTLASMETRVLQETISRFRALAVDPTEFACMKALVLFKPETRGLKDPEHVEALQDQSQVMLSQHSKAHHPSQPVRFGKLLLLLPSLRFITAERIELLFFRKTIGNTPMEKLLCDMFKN
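Test system – NR2E3–RetCOR corepressor complex · Quantity – NR2E3 fusion 1.35 nM · Buffer or medium – Tris pH 7.5 · Incubation – Compound–protein incubation for 5 h at 4 °C · Technique – TR-FRET, Eu(K)-anti-GST donor, streptavidin-D2 acceptor, ex 340, em 617/671 nm · Evaluation – percent inhibition of 671/617 nm emission ratio versus biotin and DMSO controls · Plate – 1536-well format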
Shn3 3UTR inh – reduces Shn3 3'UTR luciferase signal in osteoblasts; Clone20 osteoblast Shn3 3'UTR firefly luciferase, 24 h; inhibition, % at 12.5 µM; hit rate 0.52% among 360,000;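 active = mean inhibition of at least 75% with every replicate also reaching 75%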;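 note: 0% = median of neutral control wells and 100% = pilot-screen positive control compound; some compounds past the cut are filed as inactive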
NR2E3 ag-2 – activates human NR2E3 receptor. Q9Y5X4. AID 602229. inhibition of corepressor binding, % at 3.98 µM. hit rate 0.35% among 360,000. CHO-S Gal4-NCOR/VP16-NR2E3 two-hybrid, luciferase;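 active = inhibition above the mean of all tested compounds plus 3 SD, cut at about 70% in these data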;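 note: 0% = DMSO with NR2E3 transfected cells and 100% = cells lacking NR2E3 construct; higher means lower luciferase signal from less NR2E3 corepressor binding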
An asterisk follows results filed as active; · = not tested or not shown. These rows are one share of the data (hit frequency here may not be typical).

SMILES	TWEAK Fn14 block	TRAIL sens C8	Peg3 promoter	HIF-2a block	CF NFkB block	TRPM1 prom inh	KKLEB tox	TROY NFkB inh	NR2E3 ag-1	Shn3 3UTR inh	NR2E3 ag-2
COc1ccc(S(=O)(=O)NC2CCCC2)cc1NC(C)=O	12.9	14.5	-3.2	5.8	-8.3	2.5	2.1	-1.5	2.6	-3.1	-36.8
CCOc1ccc(NC(=O)c2cc(S(=O)(=O)N3CCOCC3)cn2C)cc1	19.4	4.9	-8.3	4.1	-2.4	·	5.3	2.7	5.5	-5.5	-15.6
CSc1nc2ccc(NC(=O)c3c(F)cccc3F)cc2s1	-10.6	11.5	-314.7	-350.3	-14.2	-84.5	3.2	-43.7	0.6	-70.2	-113.6
O=C(c1cccc2ccccc12)C1CCCN(C(=O)C2CCOCC2)C1 (stereo not drawn)	-25.5	-13.3	-12.7	-16.6	3.5	3.8	2.3	-59.1	-3.6	-20.7	-0.7
CCOC(=O)c1c(NC(=O)CSc2nnnn2-c2ccc3c(c2)OCCO3)sc(C)c1C	-3.9	2.3	16.4	-15.0	13.7	-4.2	-4.4	7.3	1.2	18.5	0.4
c1ccc2c(c1)nc(N1CCOCC1)c1nncn12	19.6	-4.8	7.0	11.1	2.6	1.1	-3.6	·	-2.6	2.2	-16.4
C[C@@H]1CCCCO[C@@H](CN(C)Cc2ccccc2)[C@@H](C)CN([C@H](C)CO)C(=O)c2cc(N(C)C)ccc2O1	-13.6	6.0	11.9	5.5	-0.9	·	-1.4	-0.6	·	8.0	3.5
CCN1C(=O)N[C@@H](c2ccccc2)[C@H](C(=O)OC)[C@H]1C	-2.3	-4.0	-4.4	14.7	-9.7	13.5	10.1	-9.8	0.6	7.1	10.3
O=C(NN1CCCCC1)c1ccccc1	-1.3	-13.5	6.2	-3.3	8.9	-8.2	12.7	-12.3	4.4	13.5	13.4
O=C(NNC(=O)c1cc(-c2ccncc2)nc2ccccc12)Nc1ccc(F)cc1	23.6	-5.9	-4.5	1.3	-4.5	-15.2	-3.1	15.4	0.0	-12.1	-44.1
C/C(=N\NC(=O)CCCC(=O)O)c1c(-c2ccccc2)c2cc(Cl)ccc2[nH]c1=O	-11.6	-1.8	17.4	20.1	-12.0	1.3	7.6	9.2	4.9	-3.0	-4.7
CCN(CC)S(=O)(=O)c1ccc2oc(C(=O)NCC3COc4ccccc4O3)c(C)c2c1 (stereo not drawn)	56.3*	32.3	28.1	18.2	6.3	15.7	-17.8	35.9	-4.1	75.2	17.1
Cc1nnc2ccc(-c3cccc(NS(C)(=O)=O)c3)nn12	-14.1	-4.5	8.2	17.4	-12.0	2.7	0.3	-8.5	2.0	-102.5	37.6
COc1ccc(NC(=O)C2CC(c3c(F)cccc3Cl)=NO2)cc1OC (stereo not drawn)	3.5	14.9	-24.7	-36.5	-6.4	-17.7	-6.8	-0.5	1.3	27.5	-60.1
Cc1cc(C)nc(NS(=O)(=O)c2ccc(NC(=O)CCN3C(=O)c4ccccc4C3=O)cc2)n1	-7.6	35.6	6.8	-1.2	-9.4	9.8	16.9	-2.2	-0.2	-7.8	15.3
Cc1ccc(OCC(=O)NNC(=O)CCc2ccccc2)cc1	-2.0	2.0	2.1	1.5	-8.3	2.0	-3.2	7.7	-1.7	-33.4	-17.2
CCc1nc2ccccc2[nH]1	12.3	-12.9	-7.5	2.2	-2.3	9.5	-11.8	-10.9	0.1	13.3	-4.1
COc1ccc(-n2c(=O)[nH]cc(C(=O)Nc3ccc4c(c3)OCCO4)c2=O)cc1	24.9	-7.3	-9.6	8.4	3.4	-5.7	10.3	15.4	-1.1	28.0	-0.4
CC1=C(C)C(=O)N(c2ccccn2)C1=O	8.9	-4.6	-3.1	17.0	-7.4	8.5	3.9	5.5	2.5	8.1	1.6
Cc1cc([N+](=O)[O-])ccc1NC(=O)c1ccc(NC(=O)C(C)C)cc1	-24.9	5.8	-8.8	-12.4	-28.1	-18.5	-0.3	-6.8	-0.2	2.6	-7.5
CC(C)=N/N=C(\c1cccc([N+](=O)[O-])c1)C12CN3CN(CN(C3)C1)C2	-2.6	-2.4	4.5	11.4	-6.6	10.9	4.8	13.3	-2.6	-4.2	-37.5
Cc1cc(-c2nnc(-c3cc4ccccc4oc3=O)o2)c(C)n1-c1ccccc1	3.3	3.9	-134.5	-146.7	-24.3	-40.0	6.6	-24.9	0.0	-28.4	-12.8
CCOC(=O)Nc1ccc2c(CN3CCN(S(=O)(=O)c4ccc(C(C)C)cc4)CC3)cc(=O)oc2c1	-38.0	-7.5	-1.6	6.9	40.2	-2.6	-26.9	-6.5	0.3	-12.7	13.1
Cc1c(-c2ccc(Br)cc2)[n+](=O)c2c(n1[O-])CCCC2	-4.7	6.0	-9.5	12.6	-4.2	4.0	1.6	0.1	1.8	-16.5	-6.3
CC(C)N1CCCC(C)(C(=O)Nc2ccc3c(c2)OCO3)C1 (stereo not drawn)	-1.2	-0.7	-22.3	-9.4	7.3	·	-4.2	-0.3	·	-31.6	6.9
COc1ccc(C(=O)NC(C(=O)NCC2CCCO2)C(C)C)cc1 (stereo not drawn)	-13.7	2.2	17.6	17.8	4.1	7.1	-11.7	10.6	1.1	24.5	2.2
Cc1ccc(SC(C)C(=O)Nc2ccccc2C(=O)N2CCOCC2)cc1 (stereo not drawn)	-15.6	-14.5	12.4	9.4	-11.3	-5.1	1.4	-2.2	1.5	11.1	-6.4
O=S(=O)(c1cccs1)N1CCC2(CC1)OCCO2	2.1	5.1	0.8	10.4	-10.1	1.3	-7.0	-5.0	-1.7	-4.2	-27.9
COc1ccc(S(=O)(=O)Nc2ccc(S(=O)(=O)N3CCOCC3)cc2)cc1	-0.9	15.8	-11.6	-3.3	1.7	4.7	0.7	-8.2	-0.1	-6.2	-17.0
CC(C)c1ccc(N(CC(=O)NCC2CCCO2)C(=O)Cn2nnc(-c3cccs3)n2)cc1 (stereo not drawn)	7.8	-14.9	15.8	11.4	-8.5	7.5	5.5	11.6	-1.3	30.0	-10.3
COc1ccc(-c2csc(NC(=O)c3ccc(N4C(=O)CCC4=O)cc3)n2)cc1	15.1	36.6	0.3	5.5	7.5	4.3	-8.5	43.7	2.8	-0.3	-14.6
COC(=O)C1CCN(c2cc(=O)n(C3CCCCC3)c(=O)[nH]2)CC1	94.8*	-1.4	11.1	8.7	-6.2	10.7	3.2	·	4.2	9.6	-20.3
COC(=O)CCn1c(C)cc(C(=O)COc2ccccc2C(N)=O)c1C	52.8*	47.8	2.6	12.8	0.6	12.0	3.7	23.4	3.5	58.4	-0.3
CCC1CCCCN1CCCNC(=O)c1ccc(/C=C2/Sc3ccccc3NC2=O)cc1 (stereo not drawn)	-8.9	8.1	99.4*	-33.3	5.6	28.4	-2.9	-42.4	-6.9	22.1	-88.4
CCN(CC)S(=O)(=O)c1ccc(N2CCN(c3ccccc3OC)CC2)c(N)c1	27.7	37.4	8.0	2.6	9.4	-3.6	-0.5	-5.1	1.6	76.2	105.2*
COc1ccc(-c2cc(C(=O)O)c(C)o2)cc1OC	97.9*	-2.7	29.8	12.4	-11.6	40.7	3.5	59.5*	-1.3	2.0	-99.9
COC(=O)/C=C/C(=O)N1CCN(c2ccccc2)CC1	4.5	-3.9	13.8	10.3	13.4	8.8	-6.2	-5.3	4.0	-23.1	-12.3
CCN(CC(=O)Nc1c(C(=O)OC)[nH]c2ccccc12)c1ccc2c(c1)OCO2	-6.9	-1.1	20.1	18.9	4.3	7.5	-5.5	-2.1	-3.4	20.4	-44.7
COC(=O)c1cc2cc(OC)ccc2n1C	-9.9	-5.7	-29.8	-31.1	-26.2	-18.4	2.4	-17.9	4.3	-13.1	-5.0
CCCCC(CC)CNC(=O)c1cc2ccccc2c(=O)o1 (stereo not drawn)	-34.5	-3.7	-32.6	-6.6	-7.5	8.6	11.3	-55.1	-2.4	-12.3	15.4
Cc1cc(C(F)(F)F)nn1CC(=O)N(C)C1CCCCC1	7.5	3.5	-3.3	9.6	14.7	4.5	-2.5	19.0	2.8	6.4	-14.3
COc1ccc(OCC(=O)N2CCN(c3cccc(Cl)c3)CC2)cc1	3.4	-15.2	21.8	14.6	13.1	-6.9	-8.8	2.6	-5.2	-4.6	-11.3
O=C(O)CCCCCCCCCCCNC(=O)NC12CC3CC(CC(C3)C1)C2	41.8	-20.3	-23.4	-8.2	-12.6	-9.3	3.2	10.7	2.7	-8.1	-7.5
CN(C)CCCN(C(=O)c1sc2ccccc2c1Cl)c1nc2c(F)cccc2s1	-16.4	-12.1	-7.7	-8.2	6.3	-1.8	-6.7	-34.8	11.7	-13.5	-16.3
CCC(CC)C(=O)Nc1cccc(C(=O)Nc2nccs2)c1	10.7	-7.6	-7.3	7.7	1.7	2.2	13.7	-2.5	3.9	-19.6	-20.1

Peg3 promoter, what is marked active above
compound | TWEAK Fn14 block | Peg3 promoter | HIF-2a block | CF NFkB block | TRPM1 prom inh | NR2E3 ag-1 | Shn3 3UTR inh | NR2E3 ag-2
CCC1CCCCN1CCCNC(=O)c1ccc(/C=C2/Sc3ccccc3NC2=O)cc1 (stereo not drawn) | -8.9 | 99.4* | -33.3 | 5.6 | 28.4 | -6.9 | 22.1 | -88.4

More records
SMILES	TWEAK Fn14 block	TRAIL sens C8	Peg3 promoter	HIF-2a block	CF NFkB block	TRPM1 prom inh	KKLEB tox	TROY NFkB inh	NR2E3 ag-1	Shn3 3UTR inh	NR2E3 ag-2
CCOc1ccccc1NC(=O)c1sc2nc(C)nc(N3CCOCC3)c2c1C	-20.4	-6.7	13.1	1.0	-9.4	-4.9	2.6	4.8	-3.5	6.3	4.6
COc1ccc(-n2cc([N+](=O)[O-])c(=O)c3ccc(Cl)cc32)cc1	-9.7	26.5	13.2	21.5	1.9	-0.8	-6.2	4.9	-0.6	-7.9	-19.4
O=C(Cn1c(=O)n2ncnc2c2c3c(sc21)CCCC3)c1ccccc1	0.3	2.6	-7.7	-6.2	7.8	-8.3	2.3	-21.3	0.4	-8.2	-24.7
CC(=O)N1CCN(C(=S)NC(=O)C23CC4CC(CC(C4)C2)C3)CC1	14.4	1.1	3.6	14.1	-2.9	4.4	3.0	-45.8	-0.1	-51.9	1.7
Cc1cc(-c2ccccc2)nc(N(C)NC(=O)c2ccc(Cl)cc2)c1S(C)(=O)=O	6.6	2.9	9.8	27.7	12.2	2.1	-0.7	3.6	1.3	7.5	3.7
Cc1ccc(S(=O)(=O)c2ccc(Cl)cc2)cc1S(=O)(=O)NC(C(=O)O)C(C)C (stereo not drawn)	-13.3	-12.8	8.5	14.0	6.4	-3.4	7.8	-16.4	1.4	7.2	14.8
CCN1C(=S)N[C@@H](c2ccccc2)C(C(=O)OC)=C1C	6.5	-9.9	7.8	10.4	-9.4	2.3	-4.2	2.8	1.5	8.0	19.6
